Bioassay records as filed in PubChem BioAssay.
IL1B secr inh: qHTS for Inhibitors of Inflammasome Signaling: IL-1-beta AlphaLISA Primary Screen; THP-1 LPS/ATP IL-1B secretion, AlphaLISA, 16 h; hits give low values; activity change, % at 57.5 µM; 360,000 compounds, 4.7% hits; AID 743279, 2014; in the data active means activity change below about -50%; inconclusive means mostly about -30% to -49%; further: on the % scale 0 is the no-effect control and ±100 the full control effect
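THP-1 cells pretreated 1 hr with compounds (up to 57.5 uM final), then stimulated with LPS (250 ng/mL final) plus ATP (1.25 mM final); secreted IL-1B measured by AlphaLISA after 16 hr, decreased signal indicating inhibition.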
HT1080NT lethal: qHTS for induction of synthetic lethality in tumor cells producing 2HG: qHTS for the HT-1080-NT fibrosarcoma cell line | HT-1080-NT fibrosarcoma viability, CellTiter-Glo ATP luminescence, 48 h | Potency, µM (highest dose often 46.1 µM), for the others: top-dose activity, negative = less viability, actives largely listed as cytotoxic | 360,000 compounds, 1.6% hits;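 further: NT is the 2HG producing partner of a matched IDH1 knockdown line; potency means the concentration at half of the fitted maximal effect; 0% = DMSO-treated cells and -100% = media-only wells without cells; nearly all actives have a fitted effect of over 55% in size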
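Viability by CellTiter-Glo luminescence after 48 h compound exposure at 37C of HT-1080-NT cells (750/well, RPMI, 5% FBS). % activity scaled between DMSO wells and medium-only wells, then curve-fitted and categorized by curve class.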
S2 tox: Viability Counterscreen for Primary qHTS for Inhibitors of ATXN expression | S2 cells (HEK-293 line with an ATXN2-luciferase reporter) viability, CellTiter-Fluor protease fluorescence, 24 h | Potency, µM (titrated, usually from 56.7 µM), most hits filed as cytotoxic | 400,000 compounds, 0.49% hits | AID 651635, 2014; further: potency means the concentration at half of the fitted maximal effect; nearly all actives have a fitted effect of over 40% in size
SW480 rerep: A quantitative high throughput screen for small molecules that induce DNA re-replication in SW480 colon adenocarcinoma cells; SW480 DNA re-replication, Hoechst DNA content imaging, 48 h; Potency, µM (top dose mostly 46.1 µM), for the others: at the top dose re-replication activation, actives largely listed as activators; 340,000 compounds, 1.8% hits; AID 624297, 2012; further: potency means the concentration at half of the fitted maximal effect; % of control where 0% means no effect; nearly all actives have a fitted effect of over 55% in size
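Image-based DNA-content assay: after two days of treatment, nuclei were labelled with the DNA dye Hoechst and imaged, and hits were compounds raising the count of nuclei showing high fluorescence intensity.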
HT1080 IDH1KD tx: qHTS for induction of synthetic lethality in tumor cells producing 2HG: qHTS for the HT-1080-IDH1KD cell line; HT-1080 IDH1 knockdown viability, ATP luminescence, 48 h; Potency, µM (titrated, usually from 46.1 µM), for inactives: at the top dose activity, negative = toxicity, hits mostly cytotoxic; 360,000 compounds, 2% hits; AID 686971, 2013;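 further: potency means the concentration at half of the fitted maximal effect; 0% = DMSO wells and -100% = cell-free medium wells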
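HT-1080-IDH1KD cells (IDH1 knocked down), 750/well in RPMI with 5% FBS, treated with compound 48 h at 37 degrees C. Viability by CellTiter-Glo luminescence, normalised to DMSO and no-cell wells; concentration-response curves classed.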
ATXN2 expr inh: Primary qHTS for Inhibitors of ATXN expression | HEK-293 ATXN2-luciferase reporter, luminescence, 24 h | Potency, µM (titrated, usually from 57 µM), inactives show at the highest dose activity change, negative = inhibition, actives largely listed as inhibitors | 360,000 compounds, 0.72% hits | AID 1745845, 2022; further: potency means the concentration at half of the fitted maximal effect; on the % scale 0 is the no-effect control and ±100 the full control effect; nearly all actives have a fitted effect of over 55% in size
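ATXN2-luciferase reporter cells (luciferase flanked by upstream and downstream ATXN2 gene portions) were treated 24 h at 37 °C with compounds at up to 57 uM. SteadyGlo luminescence gave expression; GF-AFC fluorescence gave viability.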
KB-3-1 cytotox: qHTS assay for MDR1-selective chemotherapeutics: Primary screen using the parental adenocarcinoma cell KB-3-1; KB-3-1 viability, CellTiter-Glo ATP luminescence, 72 h; AID 1347075, 2019; 400,000 compounds, 1.4% hits; Potency, µM (doses to about 46.1 µM), for inactives: at the highest dose activity change, negative = cytotoxic, most hits filed as cytotoxic; further: potency means the concentration at half of the fitted maximal effect; on the % scale 0 is the no-effect control and ±100 the full control effect; nearly all actives have a fitted effect of over 60% in size
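72 h, 37 °C compound treatment of KB-3-1 parental cells; CellTiter-Glo added, 10 min, luminescence read. Data corrected against DMSO-only plates and normalized before curve fitting.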
MCF10A rereplic: A quantitative high throughput screen for small molecules that induce DNA re-replication in MCF 10a normal breast cells | 350,000 compounds, 2.9% hits | MCF 10A DNA re-replication, Hoechst nuclear intensity, 48 h | Potency, µM (top dose mostly 46.1 µM), inactives show at the highest dose activity, positive = re-replication, actives largely listed as activators; further: potency means the concentration at half of the fitted maximal effect; % of control where 0% means no effect; nearly all actives have a fitted effect of over 50% in size
HepG2 tox: qHTS for Inhibitors of TGF-b: Cytotox Counterscreen; AID 588856, 2011; 410,000 compounds, 0.76% hits; HepG2 CAGA-GFP viability, ATP luminescence, 18 h; Potency, µM (doses to about 46.1 µM), for inactives: at the highest dose activity change, negative = cytotoxicity, usual class: cytotoxic; further: potency means the concentration at half of the fitted maximal effect; some results filed as inactive show a strong effect at the top dose
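HepG2 CAGA-GFP cells (1000/well, DMEM with 1% FBS) received compound, then TGF-beta at 500 pg/mL final, and were incubated 18 hours at 37 degrees C. Viability was read by CellTiter-Glo luminescence. Media-only wells were set as complete cell-killing and DMSO as no toxicity.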
The depositor's hits bear a star; i = inactive; ? = inconclusive; nt = no result given; [ ] = remark or other dose. Unless noted, the call rests on the fitted dose curve; in most records, active means well fitted curve in the direction sought with a large enough effect; inconclusive means small, poorly fitted or top-dose-only effect, or another doubt; inactive means no such curve, though single readings can be large; an effect the other way counts as inactive or inconclusive.

SMILES	IL1B secr inh	HT1080NT lethal	S2 tox	SW480 rerep	HT1080 IDH1KD tx	ATXN2 expr inh	KB-3-1 cytotox	MCF10A rereplic	HepG2 tox
Cc1ccc(-n2nc(C)c3c2OC(N)=C(C#N)C3c2ccco2)cc1 (stereo not given)	38	-5%	i	-4%	1%	17%	-6%	-8%	-7%
COCCCNC(=S)NNC(=O)c1cc(-c2ccncc2)nc2ccccc12	8	1%	i	1%	-2%	10%	0%	10%	3%
O=C(Nc1ccc(N2CCOCC2)cc1N1CCOCC1)c1cccs1	-17	9%	i	-12%	9%	-13%	8%	17%	-1%
CC(=O)Nc1ccc(S(=O)(=O)Nc2cc(-c3cn4ccccc4n3)ccc2C)cc1	nt	nt	?	nt	nt	3%	4%	nt	-22%
COc1cc(O)c2c(c1)COC2=O	7	27%	?	4%	14%	-12%	23%	26%	-5%
CCOc1ccc2nc(CN3CCN(Cc4ccccc4OCC)C(CCO)C3)ccc2c1 (stereo not given)	-70*	-18%	i	10%	?	-16%	?	?	-28%
CCCC(=O)NC(=S)Nc1ccc(N2CCOCC2)c(Cl)c1	10	10%	i	-7%	9%	nt	1%	2%	-17%
Cc1nc2cc(F)ccc2n1C1CCN(S(=O)(=O)c2ccccc2)CC1	-16	-12%	?	2%	-15%	-13%	3%	4%	-21%
Cn1c(CCn2ccccc2=O)nc2cc(NC(=O)COc3ccccc3)ccc21	-5	-3%	i	?	0%	1%	1%	-5%	1%
O=C(Cc1cccc2ccccc12)NNC(=O)Nc1ccc(Cl)cc1	-50*	?	i	-21%	?	26%	5%	2%	-24%
CCOC(=O)N1CCN(C(=O)CN(C)S(=O)(=O)c2ccc3c(c2)c(=O)n(C)c(=O)n3C)CC1	-7	-2%	i	1%	-3%	1%	-5%	-1%	-2%
COc1ccc(N2CCN(C(CNC(C)=O)c3ccc4c(c3)OCO4)CC2)cc1 (stereo not given)	-11	-6%	i	?	-4%	-2%	-2%	0%	4%
COCCCn1c(=S)[nH]c2sc3c(c2c1=O)CCCS3	75	1%	i	-9%	-3%	0%	1%	?	-3%
Cc1ccc(NC(=O)CCC(=O)N2CCC(C)CC2)c([N+](=O)[O-])c1	27	-1%	i	2%	2%	-7%	16%	-4%	-4%
CS(=O)(=O)N1CCc2cc(C(=O)Nc3ccc(Cl)cc3)ccc21	-12	-10%	?	3%	-10%	39%[activator]	-18%	4%	-11%
CCOC(=O)N1CCC(N2CCN(S(=O)(=O)c3ccc(OC)cc3)CC2)CC1	7	4%	i	-8%[1.84 µM]	0%	-16%[2.22 µM]	2%	15%	-6%
CC(=O)c1cccc(NC(=S)NC(=O)Cc2ccc(Cl)cc2)c1	32	5%	i	-3%	3%	nt	2%	-2%	4%
CC(=O)N1CCC(N(CCN2CCOCC2)C(=O)Nc2ccc(Cl)c(Cl)c2)CC1	-2	-7%	i	0%	-14%	0%	-2%	2%	-16%
CC1(C)Cc2c(sc3c2c(=N)n(Cc2ccco2)c(=O)n3Cc2ccc(F)cc2)CO1	?	?	i	1%	-14%	-6%	?	15%	-8%
COC(=O)CCCCC(=O)OC	-19	-2%	i	-46%[inhibitor]	3%	-6%	0%	-14%	1%
COc1ccc2c(CC(=O)N[C@@H](Cc3c[nH]c4ccccc34)C(=O)O)cc(=O)oc2c1	22	-1%	i	4%	3%	-1%	-2%	1%	-19%
Cc1cccc(Cc2nc3ccccc3[nH]2)c1	-17	1%	i	-3%	2%	3%	21%	-24%	5%
Cc1csc(NC(=O)c2ccco2)n1	26	-1%	?	2%	17%	44%[activator]	-1%	0%	0%
Cc1cccc(NC(=S)N(CCc2ccncc2)C(C)C)c1C	5	?	i	?	0%	-10%	0%	6%	-35%
C=CCOC(=O)C1=C(C)NC(C)=C(C(=O)OCC=C)C1c1ccc(C)o1	-77*	-24%	i	-6%	-19%	-11%	-8%	-1%	6%
CC(C)CCNC(=O)C1c2ccccc2Oc2ccccc21	-4	8%	i	6%	3%	-4%	10%	12%	-1%
Cc1cc(NC(=O)c2ccc(C)s2)n(-c2nc3ccccc3[nH]2)n1	-26	-7%	i	1%	0%	nt	-5%	5%	-24%
COc1ccc(S(=O)(=O)N2CCCC2CNC(=O)C(=O)NCc2ccccn2)cc1 (stereo not given)	-15	-4%	i	1%	0%	-10%	-4%	-1%	-2%
Nn1c(SCc2cccc3ccccc23)nnc1-c1ccco1	-7	12%	i	-1%	?	4%	2%	11%	3%
O=C(N=C1SC2CS(=O)(=O)CC2N1c1ccccc1C(F)(F)F)C1CCCO1 (stereo not given)	17	3%	i	-4%	12%	-18%	0%	-20%	1%
CSCCC(NC(=O)c1ccco1)C(=O)NCCc1ccc(F)cc1 (stereo not given)	-9	1%	i	6%	10%	6%	4%	22%	0%
CCO/N=C(/C)c1c(O)cc(-c2ccccc2)n(-c2ccccc2)c1=O	17	-8%	i	4%	1%	-4%	3%	15µM*	3%
O=C(CCl)N(Cc1cc(=O)[nH]c2ccccc12)c1ccccc1	-78*	-14%	?	10%	?	nt	-29%	?	-92%
CC(C)Cc1ccc(-c2ccc3nccn3c2)cc1	7	?	?	nt	?	4%	0%	nt	-44%
CCOC(=O)c1cc2c(=O)n3ccccc3nc2n(CC2CCCO2)c1=NC(=O)c1cccc(C)c1 (stereo not given)	nt	nt	i	nt	nt	-5%	-18%	nt	-7%
COc1cc(O)c(NC(C)=O)c2nonc12	9	0%	i	-9%	-2%[9.24 µM]	2%	-4%	-3%	-5%
COc1ccc(-n2nnnc2C2c3ccccc3C(=O)N2C2CCN(Cc3ccccc3)CC2)cc1 (stereo not given)	2	8%	?	nt	2%	7%	10%	nt	nt
Cc1cc(C(=O)OCC(=O)Nc2cccc(S(N)(=O)=O)c2)c(C)o1	12	5%	i	-1%	-1%	4%	31%	-2%	-7%
CC(=O)Nc1ccc(NC(=O)CSc2ccc3nnc(-c4cccnc4)n3n2)cc1	4	2%	i	-6%	1%	1%	18%	-42%[inhibitor]	0%
COc1ccc(NC(=O)[C@H](C)NC(=O)C2CCN(S(=O)(=O)c3ccc(C)cc3)CC2)cc1	-23	-2%	?	16%	1%	nt	6%	-1%	-10%
COc1ccc(CCNC(=O)[C@@H](NC(N)=O)C(C)C)cc1	20	11%	i	-2%	21%	nt	-12%	16%	-12%
COc1ccc(NC(=O)CSc2ccc(-c3cccnc3)nn2)cc1	-14	6%	i	-2%	6%	6%	4%	-1%	-19%
CCC(C)c1ccccc1OCC(=O)Nc1ccc(S(=O)(=O)Nc2cc(C)on2)cc1 (stereo not given)	nt	nt	?	nt	nt	5%	13%	nt	-39%
c1ccc(CNCCC(Cc2ccccc2)c2ccco2)cc1 (stereo not given)	-80*	16µM*	i	?	16µM*	-4%	?	10%	1%
CN(C)c1ccc(NC(=O)CCn2c(=S)oc3ccccc32)cc1	0	7%	i	0%	1%	37%	23%	-9%	-6%
COc1ccc(N(C(=O)c2ccn[nH]2)C(C(=O)NC2CCCC2)c2ccc(F)cc2)cc1 (stereo not given)	-15	0%	i	-11%	6%	-4%	-1%	-3%	-9%
CC(=O)OCn1ncc(N2CCOCC2)c(Br)c1=O	4	15%	?	2%	18%	-14%	4%	0%	2%
O=C(Nc1ccc(Cl)cc1)OC(CN1CCCCC1)C(F)(F)F (stereo not given)	-3	?	i	1%	-12%	5%	-2%	16%	-24%

Among those listed so far, 2 have a CF3 group:
SMILES	IL1B secr inh	HT1080NT lethal	S2 tox	SW480 rerep	HT1080 IDH1KD tx	ATXN2 expr inh	KB-3-1 cytotox	MCF10A rereplic	HepG2 tox
O=C(N=C1SC2CS(=O)(=O)CC2N1c1ccccc1C(F)(F)F)C1CCCO1 (stereo not given)	17	3%	i	-4%	12%	-18%	0%	-20%	1%
O=C(Nc1ccc(Cl)cc1)OC(CN1CCCCC1)C(F)(F)F (stereo not given)	-3	?	i	1%	-12%	5%	-2%	16%	-24%

More structures.
SMILES	IL1B secr inh	HT1080NT lethal	S2 tox	SW480 rerep	HT1080 IDH1KD tx	ATXN2 expr inh	KB-3-1 cytotox	MCF10A rereplic	HepG2 tox
O=C(NC(=S)N1CCCCCC1)c1ccccc1	0	4%	i	-8%	14%	12%	-5%	-29%	-10%
COC(=O)c1cc(CNC(=O)C(C)NS(=O)(=O)c2ccc(C)c(C)c2)ccc1OC (stereo not given)	37	10%	?	7%	1%	-5%	-1%	-11%	-6%
COc1ccc(Cl)cc1NC(=S)NCc1cccs1	23	0%	i	29%	-4%	-21%	-2%	-22%	0%
COc1ccc(C(=O)Nn2c(C)ccc2C)cc1OC	-12	4%	i	11%	1%	5%	5%	11%	-2%
COc1ccc(CNC(=O)CN2C(=O)NC(C)(c3cccc4ccccc34)C2=O)cc1OC (stereo not given)	-13	-4%	i	-97%[inhibitor]	-2%	-1%	6%	-4%	-17%
O=C(Nc1ccc(F)cc1)c1cc2cc3ccc(Cl)cc3nc2o1	nt	nt	i	nt	nt	?	0%	nt	-2%
COc1cc(NC(=O)c2cc(-c3ccccc3)nc3c2cnn3C(C)C)cc(OC)c1OC	-22	0%	i	3%	0%	?	?	?	3%
CCN(CC(=O)Nc1ccccc1C(F)(F)F)C(=O)CCc1nc2sc3c(c2c(=O)[nH]1)CCCC3	-4	-5%	i	-6%	-5%	7%	-5%	?	-1%
COc1ccccc1CNS(=O)(=O)c1cccc(S(=O)(=O)N2CCOCC2)c1	5	3%	i	1%	-7%	-1%	-10%	1%	8%
CCN1CCN(C(=O)/C=C/c2ccc(OC)cc2)CC1	-1	0%	i	0%	-2%	-3%	-10%	?	3%
